Source: PubChem BioAssay (National Center for Advancing Translational Sciences (NCATS))
Abeta rescue = compounds reversing amyloid beta toxicity in yeast | Potency, µM (titrated, usually from 46.1 µM), without a hit: at the highest dose growth rescue, actives largely listed as activators | yeast expressing A-beta42, growth rescue, OD600, 48 h; response scale: 0% DMSO, 100% iron-clioquinol control | 410,000 compounds, 0.063% hits | AID 1347071; also: potency is read from the fitted curve at half-maximal effect; nearly all actives have a fitted effect of over 55% in size
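Yeast A-beta toxicity model in growth medium with pinned compounds, 48 h at 30 C; growth read as absorbance at 600 nm. Normalized to FeCl3/clioquinol equimolar mix (positive) and DMSO (negative).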
aSyn rescue = rescues yeast growth from alpha-synuclein toxicity; 370,000 compounds, 0.14% hits; Yeast expressing alpha-synuclein, growth rescue, BacTiter-Glo, 24 h; Potency, µM (series often up to 46.1 µM), for the others: at the top dose growth rescue (activation), usual class: activators; AID 652106; also: potency is read from the fitted curve at half-maximal effect; % of control where 0% means no effect; nearly all actives have a fitted effect of over 65% in size
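Readout is rescue of growth in alpha-synuclein-expressing yeast, so inhibitors of toxicity appear as activators. Growth after 24 hr at 30 deg C in galactose medium is quantified by luminescence.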
PTHR1 agonist = activates the human parathyroid hormone receptor PTHR1; Q03431; HEK293 GP2 PTHR1 cells, GloSensor cAMP luminescence, 1 h; Potency, µM (highest dose often 115 µM), for the others: top-dose activation, usual class: activators; 410,000 compounds, 0.075% hits; AID 743266; also: potency is read from the fitted curve at half-maximal effect; nearly all actives have a fitted effect of over 55% in size; some results filed as inactive show a strong effect at the top dose; inactives centre near -15; many of its hits are not listed in these tables
Target sequence (Q03431 whole entry, looked up): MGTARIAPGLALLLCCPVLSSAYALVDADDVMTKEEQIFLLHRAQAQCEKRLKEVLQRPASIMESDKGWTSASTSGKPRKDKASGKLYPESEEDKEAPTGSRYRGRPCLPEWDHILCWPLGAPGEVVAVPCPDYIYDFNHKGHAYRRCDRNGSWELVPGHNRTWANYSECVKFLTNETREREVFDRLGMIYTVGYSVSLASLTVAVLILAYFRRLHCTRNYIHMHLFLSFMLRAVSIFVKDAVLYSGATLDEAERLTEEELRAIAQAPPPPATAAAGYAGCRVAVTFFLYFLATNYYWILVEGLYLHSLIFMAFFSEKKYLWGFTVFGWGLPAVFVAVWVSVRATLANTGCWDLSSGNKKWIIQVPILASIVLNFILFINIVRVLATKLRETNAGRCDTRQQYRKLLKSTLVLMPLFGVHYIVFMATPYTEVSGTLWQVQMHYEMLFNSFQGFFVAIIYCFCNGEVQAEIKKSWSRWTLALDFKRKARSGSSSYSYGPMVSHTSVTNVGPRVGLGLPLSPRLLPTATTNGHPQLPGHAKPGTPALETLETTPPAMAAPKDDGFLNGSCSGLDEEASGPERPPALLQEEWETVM
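HEK-293-derived GP2 cells expressing PTHR1 and a GloSensor cAMP reporter, 3,000/well, plated overnight, given luciferin plus IBMX (each 0.5 mM as added) for 1 h at 37 °C, then compound for 1 h at 37 °C. Luminescence was read after 15 min at room temperature.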
TDP43 rescue = TDP-43 toxicity inhibition in yeast; Potency, µM (top dose mostly 46.1 µM), for inactives: at the top dose growth rescue (activation), hits mostly activators; 410,000 compounds, 1.8% hits; TDP-43 expressing yeast growth rescue, BacTiter-Glo, 24 h; also: potency is read from the fitted curve at half-maximal effect; % of control where 0% means no effect; nearly all actives have a fitted effect of over 50% in size
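Yeast cells expressing TDP-43 under galactose induction are exposed to compounds for 24 hr at 30 deg C. BacTiter-Glo luminescence measures growth, so protective compounds score as activators.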
GLP-1R inv ag = acts as inverse agonist at human GLP-1 receptor; HEK293 GLP-1R CRE-luciferase, luminescence, 24 h; GLP-1R form is constitutively active; Potency, µM (series often up to 38.3 µM), for the others: top-dose activity change, negative = inhibition, most hits filed as inhibitors; 410,000 compounds, 1.6% hits; AID 624417; also: potency is read from the fitted curve at half-maximal effect; % is scaled to controls: 0 for no effect and ±100 for the full control effect; nearly all actives have a fitted effect of over 55% in size
Target sequence (P43220 whole entry, looked up): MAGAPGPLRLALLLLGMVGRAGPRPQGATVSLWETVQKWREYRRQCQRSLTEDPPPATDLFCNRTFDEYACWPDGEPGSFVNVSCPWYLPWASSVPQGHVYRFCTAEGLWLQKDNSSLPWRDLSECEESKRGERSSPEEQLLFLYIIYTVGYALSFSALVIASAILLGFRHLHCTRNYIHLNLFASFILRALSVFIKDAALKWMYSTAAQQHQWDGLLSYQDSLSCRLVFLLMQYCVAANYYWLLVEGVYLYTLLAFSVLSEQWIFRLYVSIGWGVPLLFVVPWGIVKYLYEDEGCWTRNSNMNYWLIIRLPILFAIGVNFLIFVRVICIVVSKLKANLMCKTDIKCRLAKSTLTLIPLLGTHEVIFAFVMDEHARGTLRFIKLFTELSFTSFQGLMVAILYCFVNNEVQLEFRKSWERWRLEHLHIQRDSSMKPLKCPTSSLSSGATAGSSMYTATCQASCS
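Inverse agonism was detected as reduced cAMP-driven luciferase luminescence after 24 h compound treatment. The cells were HEK293 clones expressing constitutively active human GLP-1R with the reporter. Reporter-only and GPR119 cell lines served as counterscreen controls.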
MmCpn inh = M. maripaludis TRiC chaperonin inhibition; Potency, µM (titrated, usually from 76.9 µM), for inactives: at the top dose activity, negative = inhibition, actives largely listed as inhibitors; 330,000 compounds, 0.031% hits; AID 504842; purified Mm-Cpn ATPase, ADP Transcreener TR-FRET; also: potency is read from the fitted curve at half-maximal effect; % is scaled to controls: 0 for no effect and ±100 for the full control effect; nearly all actives have a fitted effect of over 80% in size
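Compound-treated chaperonin, 25 nM final, turns over 10 uM ATP at 37°C for 30 min following a 10 min preincubation; ADP generated competes with ADP-d2 for Eu-cryptate antibody, lowering FRET.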
FUS suppressor = rescues growth of FUS-expressing yeast; S. cerevisiae FUS-expressing, growth rescue, OD600, 24 h; Potency, µM (titrated, usually from 76.6 µM), for inactives: at the top dose growth rescue (activation), actives largely listed as activators; 390,000 compounds, 0.24% hits; AID 1347120;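 also: potency is read from the fitted curve at half-maximal effect; plate controls were DMSO vehicle for no effect and reference control for full effect; nearly all actives have a fitted effect of over 55% in size; some results filed as inactive show a strong effect at the top dose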
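FUS-expressing yeast, raffinose-pregrown, induced in 2% galactose minimal medium at OD 0.005; compounds in a dilution series, 24hr at 30C. Growth restoration read as absorbance at 600 nm. CP55940 positive control, DMSO negative.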
Akt phos inh = blocks phosphorylation of Akt; Neuro2A IGF-stimulated pAkt S473 HTRF, 20 min; stronger effect = lower value; activity change, % for hits at 50 µM; 360,000 compounds, 0.32% hits; in the data active = activity change below about -80%; inconclusive = mostly about -51% to -80%; also: % is scaled to controls: 0 for no effect and ±100 for the full control effect
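Single-point screen (50 µM final compound) in Neuro2A cells stimulated 20 min with 6 nM IGF at 37 deg C. After lysis, Ser473-phosphorylated Akt read by HTRF (ex 330 nm, em 615/665 nm) as the 665/615 ratio.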
GLP1R cytotox = cytotoxicity counter-screen for GLP-1 receptor inverse agonists | 410,000 compounds, 0.13% hits | HEK293 cAMP-luciferase reporter cells, luminescence, 24 h | Potency, µM (top dose mostly 38.3 µM), inactives show at the highest dose activity change, negative = inhibition, actives largely listed as inhibitors | AID 624418;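 also: loss of luciferase light is scored as toxicity; potency is read from the fitted curve at half-maximal effect; % is scaled to controls: 0 for no effect and ±100 for the full control effect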
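Here, cytotoxicity is scored as loss of luminescence. The MLSMR collection was tested on cells seeded in medium containing 10% Nu serum, with a 24 hr compound exposure preceded by 12 hours of culture.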
Active calls of the source: *; i = inactive; ? = inconclusive; / = not tested or not shown; & = joins results of further samples; [ ] = remark or other dose. Unless noted, calls follow the shape of the dose curve; as a rule, active = well fitted curve in the direction sought with a large enough effect; inconclusive = small, poorly fitted or top-dose-only effect, or another doubt; inactive = no such curve, though single readings can be large; an effect the other way counts as inactive or inconclusive. Only part of the results is shown. The share of hits here may be higher or lower than overall.

#	Structure	Abeta rescue	aSyn rescue	PTHR1 agonist	TDP43 rescue	GLP-1R inv ag	MmCpn inh	FUS suppressor	Akt phos inh	GLP1R cytotox
1	COc1cc(/C=N/N(C)C2=NS(=O)(=O)c3ccccc32)cc(OC)c1OC	0%	-4%	i	3%	32%[activator]	2%	-15%	i	13%
2	CCOC(=O)CSc1nc(-c2ccc(OC)cc2)cc(C(F)(F)F)c1C#N	-13%	/	-8%	2%	1%	/	-16%	/	25%
3	CCCc1cc(=O)[nH]c(Nc2cc(Cl)ccc2OC)n1	1%	/	-23%	0%	-21%	/	4%	/	0%
4	COc1ccc(N2C(=O)CCC2(C#N)c2ccc(OC)cc2)cc1 (configuration not stated)	-2%	-5%	-7%	12%	0%	4%	21%	i	-10%
5	COc1ccc(CNc2nc3c(-c4cccc(C)c4)nnn3c3ccccc23)cc1	-2%	/	i	7%	-4%	/	-11%	/	-10%
6	Cc1nnc2ccc(N3CCC4(CC3)OCCO4)nn12	8%	0%	i	-4%	2%	0%	-6%	i	-6%
7	CCCCn1c(=NC(=O)c2cccnc2)c(C(=O)OCC)cc2c(=O)n3ccccc3nc21	-17%	-1%	-13%	-4%	35%[activator]	0%	-10%	i	103%[activator]
8	CCNC(=S)N1CCN(CC)CC1	-8%	-4%	-46%	-15%	17%	0%	1%	i	10%
9	N#Cc1ccc(OCC(=O)N/N=C2\CCc3ccccc32)cc1	-10%	-2%	i	2%	-2%	-2%	18%	i	20%
10	CC(O)(CS(=O)(=O)Cc1ccccc1)C(=O)Nc1ccc(C(F)(F)F)cc1 (configuration not stated)	?	10%	?	-1%	0%	1%	16%	i	-4%
11	OCCCCNCc1cc(Br)ccc1OCc1ccccc1F	-7%	-3%	i	-9%[9.22 µM]	?	-4%	24%	i	?
12	O=C(CSc1ccc(-c2ccccc2)nn1)NCc1ccco1	5%	-14%	i	18%	2%	-2%	7%	i	-8%
13	NS(=O)(=O)c1ccc(CNC(=O)c2ccc(Cl)c(S(=O)(=O)NCc3ccccc3)c2)cc1	3%	4%	-28%	8%	4%	-2%	5%	i	3%
14	COc1ccc(CNC(=O)CSc2nc(-c3ccc(OC)c(OC)c3)cc(C(F)(F)F)n2)cc1	-13%	/	-18%	11%	28%	/	18%	/	13%
15	O=C(CSc1nnc2ccccn12)NC(=O)NC1CCCC1	-5%	-5%	i	-10%	8%	-1%	-7%	i	-10%
16	O=C(O)c1ccc(-c2ccco2)n1Cc1ccccc1	-7%	10%	i	?	-12%	2%	-11%	i	-2%
17	NS(=O)(=O)c1ccc(NC(=O)CN2C(=O)C3C4C=CC(C4)C3C2=O)cc1 (configuration not stated)	7%	-5%	i	-10%	2%	2%	24%	i	-1%
18	CCC1CCC2(CC1)NC(=O)N(CC(=O)Nc1ccc(OC)cc1)C2=O (configuration not stated)	24%	-1%	i	11%	?	0%	16%	i	-5%
19	CSc1ncc(-c2ccccc2)cn1	-15%	-3%	i	-17%[9.22 µM]	13%	-2%	-5%	i	13%
20	O=C(Cc1cccc2ccccc12)Nc1ccccc1Br	4%	10%	i	-25%	2%	2%	-19%	i	3%
21	O=C(CC[C@H]1O[C@@H](n2cnc3c(NC(=O)c4ccccc4)ncnc32)[C@H](O)[C@@H]1O)NCc1cccs1	-6%	2%	i	20%	18%	/	-25%	i	0%
22	Cc1ccc(C(=O)NCc2ccccc2)cc1NC(=O)c1nsc2ccccc12	1%	/	-17%	?	?	/	10%	/	-23%
23	CCn1c(SCC(=O)c2ccc3c(c2)Cc2ccccc2-3)nnc1-c1ccc(N)cc1	3%	8%	-33%	-4%	0%	-5%	?	i	-8%
24	CN1C(=O)C(C)(C)c2cc(S(=O)(=O)N3CCN(c4ccccc4)CC3)ccc21	-5%	5%	i	13%	-17%	2%	14%	i	-1%

Continued, starting with the last four of the part before.
#	Structure	Abeta rescue	aSyn rescue	PTHR1 agonist	TDP43 rescue	GLP-1R inv ag	MmCpn inh	FUS suppressor	Akt phos inh	GLP1R cytotox
21	O=C(CC[C@H]1O[C@@H](n2cnc3c(NC(=O)c4ccccc4)ncnc32)[C@H](O)[C@@H]1O)NCc1cccs1	-6%	2%	i	20%	18%	/	-25%	i	0%
22	Cc1ccc(C(=O)NCc2ccccc2)cc1NC(=O)c1nsc2ccccc12	1%	/	-17%	?	?	/	10%	/	-23%
23	CCn1c(SCC(=O)c2ccc3c(c2)Cc2ccccc2-3)nnc1-c1ccc(N)cc1	3%	8%	-33%	-4%	0%	-5%	?	i	-8%
24	CN1C(=O)C(C)(C)c2cc(S(=O)(=O)N3CCN(c4ccccc4)CC3)ccc21	-5%	5%	i	13%	-17%	2%	14%	i	-1%
25	Cc1ccc(C)c(SCC(=O)NCC(c2ccco2)N2CCCCC2)c1 (configuration not stated)	-4%	0%	-8%	14%	11µM*	-1%	16%	i	4%
26	Cn1ncc2c(N3CCN(c4cccc(Cl)c4)CC3)ncnc21	-3%	/	i	?	0%	/	-10%	/	3%
27	CC(=O)c1c(C)nn(C(C)CC(=O)O)c1C (configuration not stated)	-13%	-1%	25%[57.5 µM]	9%	0%	1%	-5%	i	4%
28	COc1ccc(C)cc1N(C(=O)c1snc(C(N)=O)c1N)C(C(=O)NC1CCCC1)c1ccc(F)cc1 (configuration not stated)	15%	2%	i	7%	?	-13%	?	i	?
29	CCOc1ccc(NC(=S)N2CCC(NC(=O)c3ccco3)CC2)cc1	-4%	0%	i	-4%	0%	0%	-6%	i	1%
30	COc1cccc(NC(=O)CN(c2ccc([N+](=O)[O-])cc2)S(=O)(=O)c2ccccc2)c1	35%	-2%	i	0%	0%	0%	-2%	i	-12%
31	CC1CCc2c(sc3nn[nH]c(=O)c23)C1 (configuration not stated)	-3%	-6%	i	?	-1%	-1%	-2%	i	-12%
32	CCOc1ccc(CN2C(=O)c3ccccc3Sc3ccc(C(=O)OC)cc32)cc1	-2%	/	i	27%	-3%	/	13%	/	3%
33	CCc1nn2c(=O)c(S(=O)(=O)Nc3cccc(F)c3)c(C)nc2s1	4%&-1%	-8%	-28%	-6%&7%	-13%&-4%	-1%	-5%&26%	i	-6%&-4%
34	O=C(CNc1cccc(S(=O)(=O)N2CCCC2)c1)Nc1ccc(F)cc1F	8%	0%	-9%	-6%	-21%	-1%	2%	i	-3%
35	CC1CN(S(=O)(=O)c2cccc(C(=O)Nc3ccc(S(=O)(=O)NC4=NCCCCC4)cc3)c2)CC(C)O1 (configuration not stated)	-18%	-6%	-3%	-16%	22%	-1%	17%	i	0%
36	COc1cc(NC(=S)NCCCN(C)C)c(OC)cc1NC(=O)c1ccco1	-11%	1%	-12%	-17%	-3%	-1%	-43%	i	-5%
37	O=C(Nc1c2c(nn1-c1ccccc1)CS(=O)(=O)C2)C1CCCC1	-5%	0%	i	0%	36%[activator]	1%	11%	i	26%
38	O=C(C[n+]1cccc(CNC(=O)c2ccc(OC(F)F)cc2)c1)Nc1ccc(SC(F)F)cc1	28%	-13%	4%	6%	5%	2%	/	i	-12%
39	Cc1nc2ccccc2c2c1C(=O)N(C1CCCCCCC1)C2=O	27%	-2%	-5%[57.5 µM]	-6%	7%	-4%	1%	i	5%
40	Cc1cn2c(=O)c(S(=O)(=O)NCc3ccc(F)cc3)c(C)nc2s1	-14%	/	i	5%	6%	/	-13%	/	0%
41	CC(C)Nc1nc(NC(C)C)nc(N(C)N)n1	-10%	-4%	-25%	1%	?	2%	11%	i	?
42	CCOC(=O)N1CCN(CC(=O)Nc2nnc(C(F)(F)F)s2)CC1	-14%	6%	-18%	-4%	10%	1%	4%	i	-14%
43	COc1ccccc1NCCC(=O)OCC(=O)NCc1ccco1	12%	4%	i	3%	1%	-10%	0%	-106%*	-19%
44	CC(=O)NCCSc1ccc(S(=O)(=O)N2CCCC2)cn1	-2%	2%	i	10%	4%	0%	-7%	i	-14%
45	COc1ccccc1N=CC1=C(O)CC(c2ccccc2)CC1=O (configuration not stated)	-11%	-1%	i	-20%	-28%	1%	-14%	i	0%
46	CCCN(CCC)C(=O)Cn1c(=O)n(CCCCCC(=O)Nc2ccccc2)c(=O)c2sccc21	-13%&-19%	-3%	12%&-3%	-9%&3%	4%&0%	-29%	27%&-19%	i	1%&-10%
47	O=C(NCc1ccccc1)c1cc2nc(C3CC3)cc(C(F)(F)F)n2n1	-16%	6%	-2%[57.5 µM]	59%	0%	-1%	34%	i	-2%
48	COc1ccc(-c2cnc3c(-c4ccc(F)cc4)cnn3c2N)cc1	-1%	5%	-17%	3%	27%	-3%	9%	i	-10%

An excerpt from above in order of the MmCpn inh value, rising.
| no. | Structure | PTHR1 agonist | MmCpn inh | FUS suppressor | Akt phos inh |
| --- | --- | --- | --- | --- | --- |
| 46 | CCCN(CCC)C(=O)Cn1c(=O)n(CCCCCC(=O)Nc2ccccc2)c(=O)c2sccc21 | 12%&-3% | -29% | 27%&-19% | i |
| 48 | COc1ccc(-c2cnc3c(-c4ccc(F)cc4)cnn3c2N)cc1 | -17% | -3% | 9% | i |
| 41 | CC(C)Nc1nc(NC(C)C)nc(N(C)N)n1 | -25% | 2% | 11% | i |
